PTHR1 ag – qHTS for PTHR1 Agonists: Primary Screen; AID 743266, 2014; hit rate 0.075% among 410,000; HEK293 GP2 PTHR1 cells, GloSensor cAMP luminescence, 1 h; Potency, µM (series often up to 115 µM), without a hit: at the highest dose activation, usual class: activators; also: nearly all actives have a fitted effect of over 55% in size; some results filed as inactive show a strong effect at the top dose; inactives centre near -15; many of its hits are not listed in these tables
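HEK-293-derived GP2 cells expressing PTHR1 and a GloSensor cAMP reporter, 3,000/well, plated overnight, given luciferin plus IBMX (each 0.5 mM as added) for 1 h at 37 °C, then compound for 1 h at 37 °C. Luminescence was read after 15 min at room temperature.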
EPAC1 ag – qHTS for Agonist of cAMP-regulated guanine nucleotide exchange factor 3 (EPAC1): primary screen. EPAC1 agonist qHTS, biochemical assay; response scale: 100% = response to 6.5 mM cAMP. AID 720707, 2013. hit rate 0.073% among 360,000. Potency, µM (top dose mostly 154 µM), for the others: top-dose activation, most hits filed as activators; also: nearly all actives have a fitted effect of over 60% in size
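Multi-concentration qHTS readout: loss of Rap1B-bound BODIPY-GDP fluorescence driven by 100 nM EPAC1 with excess GDP (50 uM), monitored kinetically at room temperature; agonist response expressed relative to 6.5 mM cAMP.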
FUS yeast rescue – qHTS for Suppressors of FUS Proteinopathy: Primary screen using FUS-linked yeast assay; S. cerevisiae FUS-expressing, growth rescue, OD600, 24 h; Potency, µM (highest dose often 76.6 µM), without a hit: at the highest dose growth rescue (activation), most hits filed as activators; hit rate 0.24% among 390,000; AID 1347120, 2019;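 also: plate controls were DMSO vehicle for no effect and reference control for full effect; nearly all actives have a fitted effect of over 55% in size; some results filed as inactive show a strong effect at the top dose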
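Toxicity suppression screen in FUS-yeast. Cells induced with 2% galactose, starting OD 0.005, treated 24hr at 30C with compounds at multiple final concentrations; growth by OD600.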
EPAC2 antagonist – qHTS for Antagonist of cAMP-regulated guanine nucleotide exchange factor 2 (EPAC2): primary screen; Rap guanine nucleotide exchange factor 4 (Homo sapiens), Q8WZA2; EPAC2 GEF exchange of Rap1B-BODIPY-GDP, fluorescence; Potency, µM (doses to about 114 µM), for inactives: at the highest dose activity, negative = inhibition, actives largely listed as inhibitors; hit rate 0.18% among 360,000; AID 720708, 2013; also: % is scaled to controls: 0 for no effect and ±100 for the full control effect; nearly all actives have a fitted effect of over 45% in size; many of its hits are not listed in these tables
Target sequence (Q8WZA2 whole entry, looked up): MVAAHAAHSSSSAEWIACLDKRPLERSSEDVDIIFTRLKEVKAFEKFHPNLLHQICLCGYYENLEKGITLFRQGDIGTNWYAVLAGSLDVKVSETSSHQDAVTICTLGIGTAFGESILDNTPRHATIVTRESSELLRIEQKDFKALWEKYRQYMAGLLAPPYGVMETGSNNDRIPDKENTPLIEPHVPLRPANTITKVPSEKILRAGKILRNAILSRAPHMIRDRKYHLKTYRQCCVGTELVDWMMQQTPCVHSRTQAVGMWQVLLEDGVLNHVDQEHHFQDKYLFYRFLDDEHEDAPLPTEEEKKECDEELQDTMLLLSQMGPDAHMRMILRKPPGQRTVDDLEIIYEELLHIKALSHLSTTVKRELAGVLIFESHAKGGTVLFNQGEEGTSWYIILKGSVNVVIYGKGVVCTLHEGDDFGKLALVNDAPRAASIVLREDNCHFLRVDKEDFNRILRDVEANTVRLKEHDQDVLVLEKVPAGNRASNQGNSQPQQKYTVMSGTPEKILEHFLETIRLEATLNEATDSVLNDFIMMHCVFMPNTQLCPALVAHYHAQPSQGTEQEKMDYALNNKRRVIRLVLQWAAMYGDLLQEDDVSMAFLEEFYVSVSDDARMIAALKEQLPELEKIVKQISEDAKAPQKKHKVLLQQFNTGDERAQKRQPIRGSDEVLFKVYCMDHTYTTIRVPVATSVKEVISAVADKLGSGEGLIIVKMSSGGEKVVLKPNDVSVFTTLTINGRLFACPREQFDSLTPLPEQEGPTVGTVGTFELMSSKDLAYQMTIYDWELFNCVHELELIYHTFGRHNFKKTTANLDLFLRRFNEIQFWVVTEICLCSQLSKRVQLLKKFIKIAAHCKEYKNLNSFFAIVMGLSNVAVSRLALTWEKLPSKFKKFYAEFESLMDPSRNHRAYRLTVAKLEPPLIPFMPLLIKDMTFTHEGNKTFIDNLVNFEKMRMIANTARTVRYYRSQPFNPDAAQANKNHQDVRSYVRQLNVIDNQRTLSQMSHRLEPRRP
TDP43 rescue – qHTS of TDP-43 Inhibitors. TDP-43 expressing yeast growth rescue, BacTiter-Glo, 24 h. Potency, µM (highest dose often 46.1 µM), for inactives: at the top dose growth rescue (activation), hits mostly activators. hit rate 1.8% among 410,000; also: % of control where 0% means no effect; nearly all actives have a fitted effect of over 50% in size
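Yeast cells expressing TDP-43 under galactose induction are exposed to compounds for 24 hr at 30 deg C. BacTiter-Glo luminescence measures growth, so protective compounds score as activators.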
aSyn yeast inh – qHTS of alpha-syn Inhibitors | Yeast expressing alpha-synuclein, growth rescue, BacTiter-Glo, 24 h | AID 652106, 2013 | hit rate 0.14% among 370,000 | Potency, µM (titrated, usually from 46.1 µM), without a hit: top-dose growth rescue (activation), hits mostly activators; also: % of control where 0% means no effect; nearly all actives have a fitted effect of over 65% in size
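Rescue of yeast growth: cells expressing toxic alpha-synuclein, induced in galactose at OD600 0.02, incubated with compound 24 h at 30 C. ATP luminescence quantified growth; inhibitors of toxicity appear as activators.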
EPAC1 antag – qHTS for Antagonist of cAMP-regulated guanine nucleotide exchange factor 3 (EPAC1): primary screen. Rap guanine nucleotide exchange factor 3 (Homo sapiens), O95398. EPAC1 GEF assay, Rap1b-BODIPY-GDP exchange fluorescence. Potency, µM (highest dose often 115 µM), without a hit: at the top dose activity change, negative = inhibition, most hits filed as inhibitors. hit rate 0.14% among 360,000. AID 720709, 2013;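 also: plate controls were vehicle for no effect and positive control for full effect; nearly all actives have a fitted effect of over 50% in size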
EPAC2 ag – qHTS for Agonist of cAMP-regulated guanine nucleotide exchange factor 4 (EPAC2): primary screen; EPAC2 activation, biochemical qHTS; response scale: 100% = 6.5 mM cAMP response; AID 720711, 2013; hit rate 0.079% among 360,000; Potency, µM (titrated, usually from 154 µM), for the others: at the highest dose activation, hits mostly activators; Rap guanine nucleotide exchange factor 4 (Homo sapiens), Q8WZA2; also: nearly all actives have a fitted effect of over 50% in size
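Exchange assay: 100 nM EPAC2 with 250 nM Rap1B-BODIPY-GDP and 50 uM GDP. Fluorescence (ex 480/em 540 nm) read every 5 min for 30 min at room temperature. Data normalized to 6.5 mM cAMP as agonist control.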
Numbers without * were called inactive; i = inactive; ? = inconclusive; · = not tested or not shown; & = joins results of further samples; [ ] = dose if it differs, or a comment. Calls follow the shape of the dose curve; as a rule, active = well fitted curve in the direction sought with a large enough effect; inconclusive = small, poorly fitted or top-dose-only effect, or another doubt; inactive = no such curve, though single readings can be large; an effect the other way counts as inactive or inconclusive. Potency is read from the fitted curve at half-maximal effect. Some of the compounds tested; rates above refer to the full screens.

SMILES	PTHR1 ag	EPAC1 ag	FUS yeast rescue	EPAC2 antagonist	TDP43 rescue	aSyn yeast inh	EPAC1 antag	EPAC2 ag
COc1ccc(C2=NN(CC(=O)NCC(OC)OC)C(=O)CC2)cc1	i	6%	-24%	-4%	11%	-7%	-26%	2%
CN(C)CCCN(C(=O)COc1ccc(Cl)cc1)c1nc2c(F)cccc2s1	-1%	9%	-4%	0%	8%	4%	-13%	1%
CCOC(=O)c1ccccc1NC(=O)COc1ccccc1	-11%	14%	2%	-11%	?	10%	-12%	-5%
COc1ccc(CCNC(=O)c2ccc(Cl)cc2Cl)cc1	-29%	-6%	19%	6%	30%	8%	11%	-5%
CC(C)CN1CCNC(=O)C1CC(=O)N(C)CC1CCOCC1 (configuration not stated)	i	-6%	10%	6%	-15%	-4%	-15%	6%
Cc1onc(-c2c(Cl)cccc2Cl)c1NC(=O)NNc1c(Cl)cncc1Cl	10%	-2%	1%	-1%	-9%	0%	-12%	4%
CNC(=O)c1cnc(-c2ccccc2)nc1-c1ccccc1	i	4%	21%	-1%	19%	0%	2%	11%
C#CC[N+]1(CC#Cc2ccc(C#CC[N+]3(CC#C)CCOCC3)cc2)CCOCC1	-14%	0%	6%	-3%	-9%	-1%	1%	5%
O=C(COC(=O)c1ccccn1)Nc1ccc(S(=O)(=O)N2CCOCC2)cc1	-21%[57.5 µM]	-10%	9%	4%	-3%	0%	14%	-7%
COc1ccc(-c2nc(=S)[nH][nH]2)cc1	-11%	1%	-19%	13%	5%	-15%	11%	-1%
Cc1cc(C)c(-c2csc(Cc3nc(-c4cc5ccccc5oc4=O)cs3)n2)cc1C	-38%[inhibitor]	-1%	·	6%	5%	-4%	6%	6%
CCc1ccccc1NC(=O)CN1CCN(C(=O)CNC(=O)c2ccc(N3CCCC3=O)cc2)CC1	9%	-3%	·	5%	-12%	-5%	0%	4%
COc1ccc(C(=O)NC(=S)Nc2cc(C)ccn2)cc1[N+](=O)[O-]	i	-3%	-7%	5%	6%	1%	-3%	0%
CC(C)(C)NC(=O)[C@]1(C)CCC[C@@]2(C)C3CC[C@@]4(C)C[C@]3(CCC21)CC4=O (some centres not stated)	-5%	-4%	23%	-21%	-8%	-6%	-2%	15%
COc1cccc(CNS(=O)(=O)c2c(C)[nH]c(C)c2C(=O)N2CCCC2)c1	i	-4%	0%	12%	-2%	0%	4%	-7%
Cc1ccc(CNC(=O)CSc2nc3ccsc3c(=O)n2Cc2ccccn2)cc1	-40%[inhibitor]	6%	5%	-6%	21%	-8%	0%	4%
CC(C)C(=O)N1CCCC1(C)C(=O)N(C)Cc1cccc2ccccc12 (configuration not stated)	i	-21%	1%	-3%	20%	0%	4%	0%
Brc1ccc(-c2csc(N3CCc4ccccc4C3)n2)cc1	-16%	5%	51%	-2%	-14%	3%	-4%	4%
COc1ccc(-c2cc(C(=O)N/N=C/c3cccnc3)c3cc(C)cc(C)c3n2)cc1	i	19%	35%	-3%	19%	-10%	-23%	-2%
CC(=O)Nc1cccc(NCC(=O)Nc2cc(S(=O)(=O)N3CCCCC3)ccc2Cl)c1	i	-1%	17%	4%	14%	-6%	0%	5%
CCOC(=O)N1CCN(S(=O)(=O)c2cc3c(cc2C)NC(=O)CO3)CC1	i	8%	19%	3%	10%	-11%	14%	-4%
Clc1ccccc1CN(Cc1ccco1)Cc1nnnn1C1CCCC1	i	7%	46%	-25%	?	2%	-7%	-1%
COc1ccc(CCNC(=O)COc2ncnc3ccccc23)cc1OC	i	7%	2%	3%	-11%	4%	1%	5%
CCOC(=O)c1cc2sccc2n1CC(=O)N1c2ccccc2CC1C (configuration not stated)	i	4%	-8%	0%	-7%	-8%	-1%	3%
COc1ccc(-c2n[nH]c(C)c2-c2ccc(OC)c(OC)c2)c(O)c1	i	10%	43%	-11%	5%	-9%	-17%	12%
CC(NC(=O)C1CCN(C(=O)[C@@H]2Cc3ccccc3CN2)CC1)c1ccccc1 (some centres not stated)	-16%	9%	-8%	4%	5%	-8%	14%	8%
COc1cccc(-n2nnc3c(=O)n(Cc4ccc(Br)cc4)cnc32)c1	-22%	7%	-15%	3%	-16%	1%	5%	4%
Cc1cccc(NC(=O)Cn2c(=O)oc3ccccc32)c1C	-7%	2%	-37%	3%	-6%	8%	11%	-10%
Cc1ccc(S(=O)(=O)NNC(=O)c2cc3cc4ccccc4nc3s2)cc1	i	0%	2%	-11%	17%	2%	0%	6%
O=C1/C(=C\c2cccs2)Sc2ccc3ccccc3c21	-23%	10%	-7%	-7%	9%	2%	7%	1%
Cc1cc(NC(=O)c2ccc(Cl)cc2)no1	i	5%	10%	1%	5%	-1%	8%	1%
O=C(COC(=O)c1ccncc1)Nc1cc(Cl)ccc1Cl	i	5%	40%	-1%	-7%	2%	7%	8%
COc1cccc(CC(=O)NCC2(N3CCCCC3)CCCCC2)c1	i	2%	-4%	4%	10%	0%	-9%	3%
Cc1cccc(NS(=O)(=O)c2ccc(C)c(C(=O)NCC(c3cccs3)N(C)C)c2)c1 (configuration not stated)	-52%[inhibitor]	2%	4%	-8%	3%	-4%	-2%	7%
Brc1ccc(OCCCOc2cccc3cccnc23)cc1	-7%	4%	38%	-8%	?	10%	-1%	10%
O=C(c1cnn2c(C(F)F)cc(-c3ccccc3)nc12)N1CCc2ccccc2C1	-31%[inhibitor]	14%	49%	?	?	-16%	-4%	-1%
COc1cccc(-n2c(SCC(=O)N3CCOCC3)nc3c([nH]c4ccccc43)c2=O)c1	-1%[57.5 µM]	-2%	8%	11%	-9%	4%	3%	-3%
COc1ccc(N(C(=O)C(C)C)S(=O)(=O)c2ccc(Cl)cc2)cc1	i	22%	21%	-9%	-2%	10%	-20%	13%
CCCCCCn1cc(CN2CC(N3CCSCC3)CS2(=O)=O)nn1 (configuration not stated)	i	-9%	11%	10%	14%	-13%	-1%	-1%
Cn1cc(P(=O)(N2CCOCC2)N2CCOCC2)cc1P(=S)(N1CCOCC1)N1CCOCC1	i	-6%	34%	9%	-14%[0.397 µM]	-4%	0%	2%
Cc1ccc(C(=O)NC(=C(Cl)Cl)S(=O)(=O)c2ccccc2)cc1	-20%	-13%	-24%	7%[57.1 µM]	-6%	1%	2%	15%
CCC(=O)Nc1nnc(S(=O)(=O)N(C)c2ccccc2)s1	-14%	-12%	-39%	17%	0%	0%	-1%	4%
CN(C)C(CNC(=O)CCc1nc2ccccc2s1)c1ccccc1 (configuration not stated)	i	11%	3%	-6%	-12%	0%	4%	-3%
COc1ccccc1Nc1nnc(C)c(=O)[nH]1	i	11%	-9%	-1%	8%	0%	4%	-2%
Cc1c(C(=O)OCC(=O)N(C)c2ccccc2)cccc1[N+](=O)[O-]	-14%	5%	11%	-2%	20%	2%	-28%	13%
O=c1c2[nH]c3ccccc3c2ncn1Cc1ccco1	i	-7%	-9%	7%	3%	0%	13%	-3%
CCOc1ccc(NC(=O)C2CCCN(C(=O)NCc3ccccc3)C2)cc1 (configuration not stated)	-10%[57.5 µM]	-12%	0%	22%	12%	2%	9%	4%
CCC1C(=O)Nc2ccccc2N1C(=O)COc1ccccc1 (configuration not stated)	i	12%	5%	-1%	4%	4%	0%	4%
Cc1ccc(C2CC(=O)Nc3sc(C(N)=O)c(N)c32)cc1 (configuration not stated)	3%[57.5 µM]	4%	8%	6%	-23%	-3%	1%	0%
NC(c1ccccc1)c1csc(Nc2cc(Oc3ccccc3)ncn2)n1 (configuration not stated)	-7%	-13%	8%	2%	4%	-1%	5%	13%
The list goes on:
SMILES	PTHR1 ag	EPAC1 ag	FUS yeast rescue	EPAC2 antagonist	TDP43 rescue	aSyn yeast inh	EPAC1 antag	EPAC2 ag
Cc1ccc2cc(C#N)c(SCC(=O)N3CCCc4ccccc43)nc2c1	i	-4%	·	-2%	1%	2%	-25%	5%
O=C(CCCCCN1C(=O)c2ccccc2C1=O)Nc1ccc(C(=O)O)cc1	i	1%	-18%	4%	21%	0%	-5%	11%
COCc1cc(C)nc2sc3c(=O)n(Cc4ccco4)nnc3c12	-5%	-16%	-12%	1%	0%	-2%	3%	5%
O=[N+]([O-])c1ccc(O)c(/C=N/Nc2ccccn2)c1	i	6%	-5%	2%	-92%[inhibitor]	0.89µM*	-17%	-5%
C[C@H]1CN([C@@H](C)CO)C(=O)CCCn2nncc2CO[C@H]1CN(C)C(=O)CCC(F)(F)F	-1%	-4%	3%	11%	-1%	-1%	1%	20%
COc1cccc(N2CCN(C(=O)CCSCc3ccccc3F)CC2)c1	-2%&-53%	3%	29%&35%	1%	16µM*	2%	-8%	17%
COc1cc2c(cc1OC)/C(=C/C(=O)c1ccc(NC(C)=O)cc1)NCC2	-5%	-2%	16%	-6%	20%	1%	-1%	4%
O=C(NC1CCCC1)C1CCC(=O)N1C1CCCC1 (configuration not stated)	23%	14%	27%	-9%	-12%	-9%	-9%	7%
CCOC(=O)CCC1(C(=O)OC)C(=O)CCCCCC=C1C(=O)OC (configuration not stated)	-22%	2%	14%	6%	3%	13%	-16%	6%
COc1cccc(C(=O)NNC2=C(C(=O)C(F)(F)F)CCC2)c1	-12%	-9%	17%	4%	-19%[1.82 µM]	1%	-14%	-3%

Complete entries as entered above. Screens in order: PTHR1 ag, EPAC1 ag, FUS yeast rescue, EPAC2 antagonist, TDP43 rescue, aSyn yeast inh, EPAC1 antag, EPAC2 ag
Entry for CCOC(=O)CCC1(C(=O)OC)C(=O)CCCCCC=C1C(=O)OC (configuration not stated) = -22%, 2%, 14%, 6%, 3%, 13%, -16%, 6%
Entry for O=C(NC1CCCC1)C1CCC(=O)N1C1CCCC1 (configuration not stated) = 23%, 14%, 27%, -9%, -12%, -9%, -9%, 7%
Entry for COc1cc2c(cc1OC)/C(=C/C(=O)c1ccc(NC(C)=O)cc1)NCC2 = -5%, -2%, 16%, -6%, 20%, 1%, -1%, 4%
Entry for O=[N+]([O-])c1ccc(O)c(/C=N/Nc2ccccn2)c1 = i, 6%, -5%, 2%, -92%[inhibitor], 0.89µM*, -17%, -5%
Entry for C[C@H]1CN([C@@H](C)CO)C(=O)CCCn2nncc2CO[C@H]1CN(C)C(=O)CCC(F)(F)F = -1%, -4%, 3%, 11%, -1%, -1%, 1%, 20%
